Compound activity: PubChem, National Center for Advancing Translational Sciences (NCATS)
12-LOX inh – Primary qHTS assay for inhibitors of human arachidonate 12S-lipoxygenase (ALOX12): Round 2. purified 12hLO, xylenol orange hydroperoxide absorbance. Potency, µM (top dose mostly 108 µM), inactives show at the highest dose activity change, negative = inhibition, most hits filed as inhibitors. Polyunsaturated fatty acid lipoxygenase ALOX12 (Homo sapiens), P18054. 580,000 tested, 1.1% active; active = well fitted inhibition curve with a large enough effect; inconclusive = small, poorly fitted or top-dose-only effect, or another doubt; inactive = no such curve, though single readings can be large or run the other way
Target sequence (P18054 whole entry, looked up): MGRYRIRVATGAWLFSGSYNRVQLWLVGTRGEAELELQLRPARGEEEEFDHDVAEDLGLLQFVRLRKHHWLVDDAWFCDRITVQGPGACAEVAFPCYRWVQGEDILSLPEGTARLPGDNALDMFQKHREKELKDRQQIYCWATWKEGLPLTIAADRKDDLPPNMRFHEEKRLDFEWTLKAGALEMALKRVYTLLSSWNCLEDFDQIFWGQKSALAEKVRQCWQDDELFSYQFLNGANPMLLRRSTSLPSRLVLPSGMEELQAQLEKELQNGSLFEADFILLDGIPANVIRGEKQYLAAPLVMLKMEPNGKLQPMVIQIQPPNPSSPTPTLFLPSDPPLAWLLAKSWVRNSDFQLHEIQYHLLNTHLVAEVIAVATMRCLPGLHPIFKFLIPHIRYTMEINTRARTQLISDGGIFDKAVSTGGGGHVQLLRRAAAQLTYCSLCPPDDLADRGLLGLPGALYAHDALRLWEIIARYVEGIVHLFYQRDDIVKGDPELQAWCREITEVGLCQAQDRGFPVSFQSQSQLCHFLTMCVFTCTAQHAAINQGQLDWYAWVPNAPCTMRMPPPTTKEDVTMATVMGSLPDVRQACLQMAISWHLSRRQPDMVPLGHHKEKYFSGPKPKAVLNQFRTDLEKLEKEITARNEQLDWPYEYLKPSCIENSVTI
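Purified human 12hLO at 150 nM in 25 mM Hepes, 0.01% Triton X-100, pH 7.0, preincubated 15 min at room temperature with compound. Reaction started with 40 uM arachidonic acid, 30 min at room temperature. Hydroperoxide measured by Fe-xylenol orange, 573/405 nm absorbance ratio.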
Active calls of the source: *; ? = inconclusive; [ ] = dose if it differs, or a comment. % is scaled to controls: 0 for no effect and ±100 for the full control effect; potency is read from the fitted curve at half-maximal effect. Some of the compounds tested; rates above refer to the full screens.

12-LOX inh	SMILES
?	CN(C)S(=O)(=O)c1ccc(NC(=O)CN2CCN(c3ccc(O)cc3)CC2)cc1
0%	COCC1CN(C(C)=O)CC12CCN(C(=O)CC1CCCCC1)CC2 (configuration not stated)
-27%	CCc1nnc(NC(=O)Cc2coc3ccc(C(C)C)cc23)s1
?	Cc1ccc(-n2nnnc2SCc2ncc(-c3ccccc3)o2)c(C)c1
-5%	CCOc1cc(C(=O)Nc2cnc3ccccc3c2)ccc1OC
8%	CC(C)c1c(C(=O)NCC(C)(C)N2CCOCC2)cnn1-c1nccc(-c2cccs2)n1
?	COc1ccc2c3c(n(C)c2c1)[C@@H](CO)N(S(C)(=O)=O)CC31CCN(C(=O)C2CCCC2)CC1
34%[activator]	COCCN1CCC(C(=O)N2CCn3nc(Cc4ccccc4)cc3C2)C1 (configuration not stated)
61%[activator][176 µM]	C#CCNC(=O)c1nc(-c2cccnc2)c2ccccn12
?	CC(C)CN1CC[C@H]2COC(=O)N2c2cc(F)ccc2C1
-3%	CN1CCC(Cn2ccc3c(N4CCOCC4)nc(-c4cccc(N5CCOCC5)c4)cc32)CC1
?	COc1ccc(CC2(CO)CCN(c3nccc(N)n3)CC2)cc1
0%	Cc1ccc2c(C)c(C(=O)N3CCCC3c3nc(C(C)C)no3)oc2c1C (configuration not stated)
15%	O=C1NC(=O)C(c2ccccn2)(C2CCN(C(=O)Cn3cnnn3)CC2)N1 (configuration not stated)
42%[activator]	O=C(CCc1c[nH]c2ccccc12)N1CCC2(CC1)CC(Cc1nc(C3CC3)no1)CCO2 (configuration not stated)
36%	CC(C)(C)c1ccc(/C=C2\CCc3ccccc3C2=O)cc1
7%	CCN(CC)S(=O)(=O)c1ccc(N/N=C/c2cccs2)c([N+](=O)[O-])c1
0%	COCCn1c(=O)c(-c2ccc(Cl)cc2)nc2cnc(N3CCOCC3)nc21
-2%[176 µM]	CCS[C@H]1CCN2C(=O)c3ccccc3NC(=O)[C@H]12
0%	Cc1ccc(N(C)S(=O)(=O)c2c(-c3cccc(F)c3)csc2C(=O)NCc2cccnc2)cc1
-4%	CCc1nc2c(c(-c3ccc(O)cc3)n1)CCN(C(=O)Nc1ccc(Cl)cc1)CC2
?	COc1ccc(C2=C(O)C(=O)N(Cc3ccco3)C2c2ccc(C(C)C)cc2)cc1 (configuration not stated)
20%	CC(C)(O)CC[C@@H](O)[C@](C)(O)[C@H]1CC[C@@]2(O)C3=CC(=O)[C@@H]4C[C@@H](O)[C@@H](O)C[C@]4(C)[C@@H]3CC[C@]12C
29%	O=C(Cn1cccc1-c1nc(-c2ccc(F)cc2)no1)NCCc1ccc(Cl)cc1
?	ClC(Cl)(Cl)C1c2ccccc2Nc2ccccc21
-18%	O=C(Cc1cccs1)NC1CCCC(C(F)(F)F)C1 (configuration not stated)
-12%	O=C(c1ccccc1F)N1CC(=O)N2[C@@H](CO)[C@H](c3ccc(Br)cc3)[C@@H]2C1
5%	COc1ccc(C(=O)NC2CCN(c3cc(C(F)(F)F)ncn3)CC2)cc1OC
11%	O=C(Nc1nnc(C2CC2)s1)c1csc(NC2CCCC2)n1
?	Cc1oc2cc(OCC(=O)N3CCCC3)ccc2c(=O)c1Oc1ccccc1
14%	CC(C)(C)C(=O)Nc1nc2c(s1)C[C@@H]1[C@](C)(CO)[C@H](O)CC[C@@]1(C)[C@@H]2CC(=O)NC1CC1
6%	COc1ccc(S(=O)(=O)N2CCC(C3CCN(C(C)=O)CC3)C2)cc1 (configuration not stated)
-12%[176 µM]	O=[S+]([O-])(Nc1cccnc1)c1ccc2c(c1)OCCN(Cc1ccsc1)C2
3%	CCCCCCn1c(SCCC(C)C)nc2c1c(=O)[nH]c(=O)n2C
-7%	COC(=O)C(O)(c1ccc(NC(=O)c2ccc(F)cc2)cc1)C(F)(F)F (configuration not stated)
14%[176 µM]	O=C1NCCCN1C1CCN(Cc2ccncc2)CC1
2%	CCN(CC)c1ccc(C(=O)N2CCCC(n3cc(-c4noc(C)n4)nn3)C2)cc1 (configuration not stated)
50%[activator]	CCOc1ccccc1NC(=O)N1CCC2(CC1)CC(N1CCN(C(C)C)CC1)CCO2 (configuration not stated)
-22%	COC(=O)C1=C(c2ccccc2)c2ccccc2S(=O)(=O)N1CC(=O)Nc1ccc(C)c(F)c1
52%[activator]	Cc1cc(C(=O)CCC(=O)NC2CCCCC2)c(C)s1
25%	CC(C)C(C)(C#N)NC(=O)CSc1nnc(-c2cccs2)n1C1CC1 (configuration not stated)
-1%	O=C(CSc1nnc(-c2ccncc2)n1-c1ccc(Cl)cc1)NCc1ccc2c(c1)OCO2
-68%	CCCN(CCC)S(=O)(=O)c1ccc(OC)c2ncccc12
-26%	O=C(NC1CCN(Cc2ccccc2)CC1)c1ccccc1C(=O)c1ccc(F)cc1
-58%	CCOC(=O)CSc1ncn(-c2nc(NC(C)(C)C)nc(N(C)C)n2)n1
9%	O=C(COc1cccc2ccccc12)N(C1CCCC1)C1CCS(=O)(=O)C1 (configuration not stated)
13%[176 µM]	O=C(Cc1ccccn1)N1CC(COc2ccccc2)C2(C1)CN(c1ccccc1)C2 (configuration not stated)
0%	CC(C)N1CCC(NC(=O)c2ccccc2C(=O)c2ccc(F)cc2)CC1
9%	CCOC(=O)CNC(=O)c1cc(-c2ccc(Cl)cc2)cn1C
6%[176 µM]	O=C(O)c1cccc(CN2CC(COc3ccccc3)C3(C2)CN(c2ccccc2)C3)c1 (configuration not stated)
-3%	COCc1c(C(=O)NC2CCOC(C)(C)C2)cnn1-c1nccc(-c2cccs2)n1 (configuration not stated)
38%[activator][176 µM]	Cc1cccc(OCC2(CNS(=O)(=O)c3ccc(Cl)cc3)C[C@@H](O)[C@@H](O)C2)n1 (some centres not stated)
97%[activator]	OC1CCOC2(CCN(Cc3ccncc3)CC2)C1 (configuration not stated)
2%	COC(=O)CC(NC(=O)c1cc2ccccc2oc1=O)c1ccccc1 (configuration not stated)
?	COc1ccc(/C=C(\C#N)c2nc3cc(C)c(C)cc3[nH]2)cc1Br
?	O=C(O)COc1ccc(-c2nccc3c2C(=O)N(Cc2c[nH]c4ccccc24)CC(COc2ccc(F)cc2F)O3)cc1 (configuration not stated)
-11%	CC(=O)N1CCN(c2ccc(NC(=O)COc3ccc(Cl)cc3C)cc2)CC1
46%[activator]	CCC(=O)NCCC1CCN(C(=O)Nc2ccc(C)c(F)c2)CC1
?	COC(=O)c1cc(OC(=O)Cc2cccc3ccccc23)cc(C(=O)OC)c1
40µM*	CC(=O)NC1(C)CCN(Cc2cccc(-c3cccc(Cl)c3)c2)C1 (configuration not stated)

Continued:
12-LOX inh	SMILES
11%	COc1cc(=O)n2c(c1C(=O)Nc1ccc(Cl)cc1Cl)CCCC2
5%	Cc1nc(N2CCN(C(=O)c3cccc(Cl)c3)CC2)cc(C(F)(F)F)n1
21%	Cc1ccc(CN2CCC3(CCNCC3)C2)c(Cl)c1Cl
-1%	CCOC(=O)c1ccccc1NC(=O)CSc1c(CC(C)C)cnc2c1c(=O)n(C)c(=O)n2C
96%[activator]	Fc1ccc(-c2csc(SCc3ccccc3F)n2)cc1
-4%	CCN1CCN(c2ccc(-c3cccc(N)c3)nn2)CC1
?	CC(C)Nc1nc(-c2cc3c4c(c2)CC(=O)N4CCC3)cs1
-8%	CC1=C(C(=O)OCc2ccc3c(c2)OCO3)C(c2cccc(Cl)c2Cl)CC(=O)N1 (configuration not stated)
45%[activator][176 µM]	CCN(CC)C(=O)[C@@H]1CCC[C@@H](NC(=O)c2cnccn2)CN(C)C(=O)C1
25%	Cc1ccc(CN(C(=O)c2ccc(-n3cnnn3)c(C)c2)C(C)C)o1
-6%	CC(C)(C)NC(=O)Cc1n[nH]c(=O)c2ccccc12
?	CCOCC1(C)COc2ccc(C(=O)Nc3ccc(F)c(Cl)c3)cc2N1 (configuration not stated)
0%	Cc1nc2c(c(=O)c3ccccc3n2C)c(=O)n1C1CCCC1
-23%	CCCOc1c(OC)cccc1C1CC(=O)Nc2c1c(C)nn2-c1ccc(OC)nn1 (configuration not stated)
?	CCCN1CCc2nc(N)c(C#N)c(-c3cc(OC)c(OC)c(OC)c3)c2C1
10%	Cc1ccc(C(=O)N2CCC(c3n[nH]c(=O)n3Cc3ccc(F)cc3)CC2)cc1
6%	Cc1ncoc1C(=O)N1CCOc2ccc(CN3CCN(c4ccccn4)CC3)cc2C1
4%	CCC1CN(CCNC(=O)c2cc(C(C)C)nn2C)Cc2cc(OC)ccc2O1 (configuration not stated)
-11%	Cc1ccc(C(=O)N2CCCN(S(C)(=O)=O)c3ccccc32)s1
?	Cc1nc(-c2ccc(F)cc2)n(Cc2ccc(F)cc2)c(=O)c1CCO
13%	Cc1ccc(C)c(NC(=O)CCn2cnc3c2c(=O)n(C)c(=O)n3C)c1
2%	CCN(C(=O)c1ccc2c(c1)N(S(C)(=O)=O)CC2)c1ccccc1
22µM*	CNC(=O)C1(N2CCC[C@H]2C(=O)N2CCC[C@@H]2COC)CCCCC1
2%	CCOC(=O)C(=Cc1ccc(C)cc1)C(=O)OCC
11%[6.33 µM]	Cc1noc(C)c1[S+](=O)([O-])N1CCn2cc(C(=O)Nc3ccc(Cl)cc3Cl)nc2C1
-6%[176 µM]	CN(C)C[C@H]1O[C@@H](CO)[C@@H](O)[C@H]1N(C)CCc1ccccn1
42%[activator]	CCN(CC1CCOCC1)C(=O)C1(Oc2ccc(C)cc2)CCNCC1
-10%	CN1c2cc(C(=O)Nc3ccc(C(N)=O)cc3)ccc2C(=O)N2CCCCC21 (configuration not stated)
?	C=CCNc1nc(C(=O)OC(C)C(=O)NCC(=O)Nc2c(C)cccc2C)cs1 (configuration not stated)
38%	CNC(=O)Nc1ccc(C2(C(=O)Nc3ccc4c(c3)CCC4)CCC2)cc1
27%	O=C(Cc1ccc(F)cc1)Nc1ccc2ncnc(N3CCCC3)c2c1
-4%[176 µM]	CCN(CC)C1(Cc2cc(-c3cccc(O)c3)on2)COC1
-9%	CCN(CC)c1nc2ccccc2nc1C(=O)Nc1cccc(C)c1
-6%	CC1CCN(c2nc(SCCN(C)C)c(C#N)c3c2CCCC3)CC1
?	O=C(CSc1nnc(-c2ccccc2F)n1C1CC1)c1cc2ccccc2o1
15%	O=C(c1ccccc1OCC1CCCN(C(=O)c2n[nH]c3ccccc23)C1)N1CCOCC1 (configuration not stated)
32%[176 µM]	O=C(Nc1ccc(Cl)nc1)c1ccc2cncn2c1
10%	O=C(O/N=C1\CCCc2oc3c(c21)CCCC3)c1ccc(Cl)c(Cl)c1
-1%	COc1ccc2c(=O)c(-c3ccc(Br)cc3)c(C(F)(F)F)oc2c1
15%	CC1Oc2ccc(NC(=O)c3ccccc3Cl)cc2CN(Cc2ccccc2F)C1=O (configuration not stated)
7%	CCCOc1c(Br)cc(C(=O)OCC(=O)c2cc(C)c(C)cc2C)cc1OC
?	CC(C)CCn1c(SCCCc2ccccc2)nc2c1c(=O)[nH]c(=O)n2C
65%[activator]	O=C(c1ccc(OC(F)(F)F)cc1)N1CCC2(CC1)CC(O)CCO2 (configuration not stated)
64%[activator]	Cc1ccc2oc(C(=O)N(C)Cc3nc(-c4cccnc4)no3)c(C)c2c1
7%	COc1ccc(CNC(=O)Nc2cccc(-c3ccc(N4CCOCC4)nn3)c2)cc1
34%[activator]	COc1cccc(C(=O)N2CC3CC(C2)[C@H]2CCCC(=O)N2C3)c1 (some centres not stated)
2%	COC(=O)C1=C(C)N=C2SC=C(CC(=O)NC3CC3)N2C1c1ccc(C(C)C)cc1 (configuration not stated)
27%	CC(Oc1ccc(F)c(F)c1)C(=O)NCCC(=O)N1CCCCC1 (configuration not stated)
14%	COC(=O)c1ccc(CN2C(=O)[C@]3(OCCC=C[C@H]3C)c3cc(OC)ccc32)cc1
0%	O=C(NCc1cccnc1)c1ccc2c(c1)N(Cc1ccccc1)C(=O)c1ccccc1S2=O (configuration not stated)
-3%	CS(=O)(=O)N(Cc1cccnc1)C1CN(C(=O)c2ccc3[nH]ccc3c2)C1
15%	O=C(CN1CCN(CC(=O)N2CCCCCC2)CC1)NCCc1c[nH]c2ccccc12

Filtered by structure, the compounds so far containing an aryl thioether with sulfur outside any ring
12-LOX inh	SMILES
?	Cc1ccc(-n2nnnc2SCc2ncc(-c3ccccc3)o2)c(C)c1
3%	CCCCCCn1c(SCCC(C)C)nc2c1c(=O)[nH]c(=O)n2C
25%	CC(C)C(C)(C#N)NC(=O)CSc1nnc(-c2cccs2)n1C1CC1 (configuration not stated)
-1%	O=C(CSc1nnc(-c2ccncc2)n1-c1ccc(Cl)cc1)NCc1ccc2c(c1)OCO2
-58%	CCOC(=O)CSc1ncn(-c2nc(NC(C)(C)C)nc(N(C)C)n2)n1
-1%	CCOC(=O)c1ccccc1NC(=O)CSc1c(CC(C)C)cnc2c1c(=O)n(C)c(=O)n2C
96%[activator]	Fc1ccc(-c2csc(SCc3ccccc3F)n2)cc1
-6%	CC1CCN(c2nc(SCCN(C)C)c(C#N)c3c2CCCC3)CC1
?	O=C(CSc1nnc(-c2ccccc2F)n1C1CC1)c1cc2ccccc2o1
?	CC(C)CCn1c(SCCCc2ccccc2)nc2c1c(=O)[nH]c(=O)n2C
